hERG WT inh = qHTS for Inhibitors of KCHN2 3.1: Wildtype qHTS | U2OS, BacMam KCNH2, thallium flux FluxOr; stronger effect = lower value | activity change, % at 1.84 µM | actives 0.37% (n = 340,000) | AID 720551, 2013;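 active = maximum activity change below -70%; inconclusive = maximum activity change between -70% and -50%; inactive = maximum activity change above -50%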; also: % is scaled to controls: 0 for no effect and ±100 for the full control effect
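U2OS cells were transduced with wild-type KCNH2 virus (2.03 x 10^8 / mL) for 4 h at room temperature, then cultured overnight at 37 C. Thallium flux was read with FluxOr dye. Rate constants were normalized to DMSO controls.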
Giardia killer = Small Molecules that selectively kill Giardia lamblia: qHTS; activity change, % at 7.66 µM, hits read low; Giardia lamblia trophozoite viability; AID 540267, 2011; actives 0.15% (n = 340,000); in the data active = activity change below about -80%; inconclusive = between about -30% and that limit;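 also: parasites exposed to compound for two days anaerobically before the ATP read; % is scaled to controls: 0 for no effect and ±100 for the full control effect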
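Luminescent ATP signal served as the viability read-out, measured 15-30 min after adding ATP detection reagent to trophozoites that had been incubated with compounds for 48 hrs at 37 deg C anaerobically at 100 cells/well.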
Coupling enz = qHTS Assay for Inhibitors of Fructose-1,6-bisphosphate Aldolase from Giardia Lamblia: Coupling assay counterscreen; coupling enzyme system counterscreen, AmpLite Red fluorescence; activity change, negative = inhibition, % at 58.2 µM, hits read low; actives 0.67% (n = 290,000); in the data active = activity change below about -30%; also: % is scaled to controls: 0 for no effect and ±100 for the full control effect
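Activity here indicates interference with the coupling reaction, not aldolase inhibition. Compounds at 57.5 uM final met coupling enzymes for 10 min at RT; substrate and AmpLite Red detection followed, with a 525/598 nm fluorescence read after 20 min.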
GALK inhibitor = qHTS Assay for Inhibitors of Human Galactokinase (GALK); P51570; Purified GALK, Kinase-Glo residual ATP luminescence; Potency, µM (top dose mostly 57.5 µM), for the others: at the highest dose activity change, negative = inhibition, actives largely listed as inhibitors; actives 0.007% (n = 270,000); AID 1868, 2009; also: potency is read from the fitted curve at half-maximal effect; % is scaled to controls: 0 for no effect and ±100 for the full control effect
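Luminescence from leftover ATP (Ultra-Glo luciferase/luciferin) served as read-out after a 1 h room-temperature reaction of 5 nM GALK with 35 uM ATP and 100 uM galactose.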
CXXC DNA block = qHTS Fluorescence Polarization Assay for Inhibitors of MLL CXXC domain - DNA interaction; Histone-lysine N-methyltransferase 2A (Homo sapiens), Q03164; MLL-CXXC / FITC-HOXA9 DNA fluorescence polarization; Potency, µM (series often up to 115 µM), for the others: at the top dose activity change, negative = inhibition, usual class: inhibitors; actives 0.037% (n = 290,000); AID 2662, 2010; active = well fitted inhibition curve with a large enough effect in the polarisation, with a control signal flat, not every such curve was filed as active; inconclusive = small, poorly fitted or top-dose-only effect, or effect the other way, or a change in a side signal; inactive = no such curve, though single readings can be large or run the other way; the % refers to the polarisation; also: potency is read from the fitted curve at half-maximal effect
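Purified MLL-CXXC (added from a 7 uM solution) was preincubated 5 min at ambient with pinned compounds in 50 mM Tris-HCl pH 7.5, 50 mM NaCl, 1 mM DTT, 0.05% BSA. Fluorescein-labeled HOX-A9 DNA (50 nM solution) followed, 30 min, then polarization read.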
Tb PFK block = qHTS Assay to Find Inhibitors of T. brucei phosphofructokinase; ATP-dependent 6-phosphofructokinase (Trypanosoma brucei brucei), O15648; T. brucei PFK, ADP-Glo luminescence; Potency, µM (top dose mostly 57.5 µM), for inactives: at the top dose activity, negative = inhibition, most hits filed as inhibitors; actives 0.17% (n = 330,000);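 also: potency is read from the fitted curve at half-maximal effect; 0% = uninhibited 1x PFK enzyme wells and -100% = no-enzyme wells; nearly all actives have a fitted effect of over 60% in size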
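Compounds were pin-transferred as a titration series up to 57 uM into substrate buffer (0.5 mM F6P, 0.1 mM ATP, pH 8.0), then 1.25 nM PFK was added and reactions ran 45 min before ADP-Glo detection.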
TSHR antagonist = Antagonists of the Thyroid Stimulating Hormone Receptor: HTS campaign; Thyrotropin receptor (Homo sapiens), P16473; TSHR-expressing cells, TSH-stimulated cAMP HTRF, 2 h; stronger effect = lower value; activity change, negative = inhibition, % at 11.5 µM; actives 0.2% (n = 330,000); AID 504810, 2011;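 active = activity change below a set negative limit, meaning inhibition stronger than a set level, cut at about -70% in these data; inconclusive = activity change between two set negative limits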; also: % is scaled to controls: 0 for no effect and ±100 for the full control effect
Target sequence (P16473 whole entry, looked up): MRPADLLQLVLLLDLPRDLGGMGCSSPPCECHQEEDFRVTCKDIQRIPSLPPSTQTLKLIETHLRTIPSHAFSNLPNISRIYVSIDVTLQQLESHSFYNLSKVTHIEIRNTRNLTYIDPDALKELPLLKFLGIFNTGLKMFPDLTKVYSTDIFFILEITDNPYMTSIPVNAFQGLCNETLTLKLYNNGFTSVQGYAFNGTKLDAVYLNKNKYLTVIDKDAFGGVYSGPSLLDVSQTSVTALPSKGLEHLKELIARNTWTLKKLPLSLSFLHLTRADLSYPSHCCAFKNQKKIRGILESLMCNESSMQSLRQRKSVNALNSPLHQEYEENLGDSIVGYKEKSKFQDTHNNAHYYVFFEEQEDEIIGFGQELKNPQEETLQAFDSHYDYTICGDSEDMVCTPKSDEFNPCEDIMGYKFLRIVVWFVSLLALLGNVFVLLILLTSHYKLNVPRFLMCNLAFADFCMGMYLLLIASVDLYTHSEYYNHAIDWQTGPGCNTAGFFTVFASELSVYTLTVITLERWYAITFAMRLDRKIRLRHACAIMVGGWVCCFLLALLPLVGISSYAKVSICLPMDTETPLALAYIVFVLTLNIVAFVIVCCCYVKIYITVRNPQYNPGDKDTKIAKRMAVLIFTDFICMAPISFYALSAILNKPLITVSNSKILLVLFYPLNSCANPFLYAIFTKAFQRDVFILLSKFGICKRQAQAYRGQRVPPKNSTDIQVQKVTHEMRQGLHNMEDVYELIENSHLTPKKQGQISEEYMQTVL
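Cell-based HTRF cAMP assay; TSHR cells + compound, TSH EC80 (4nM final), 2 h, 37 deg C. Lysis with anti-cAMP cryptate and cAMP-d2, 30 min RT, read 665/620 nm.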
BCR signal inh = qHTS Assay to Find Inhibitors of Chronic Active B-Cell Receptor Signaling | ABC-DLBCL IkBa-CBG/CBR reporter, luminescence ratio, 4 h | Potency, µM (doses to about 46.1 µM), inactives show at the top dose ratio change, negative = lower green/red ratio, most hits filed as inhibitors | actives 0.05% (n = 340,000); active = well fitted inhibition curve with a large enough effect in the signal ratio, with a control signal flat, not every such curve was filed as active; inconclusive = small, poorly fitted or top-dose-only effect, or effect the other way, or a change in a side signal; the % refers to the signal ratio;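 also: potency is read from the fitted curve at half-maximal effect; plate controls were basal doxycycline-induced cells for no effect and cells given 10 µM MG132 for full effect; MG132 reads +100%, hits lower the ratio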
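Compounds up to 46 uM were incubated four hours with TMD8 cells whose green CBG68 luciferase is fused to IkappaBalpha; red CBR luminescence normalised the signal, and concentration-effect curves were fitted to fusion, red and ratio data.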
AT treatment = qHTS Assay for Identifying a Potential Treatment of Ataxia-Telangiectasia | […] A-T fibroblasts, KAP-1 phosphorylation AlphaLISA; neocarzinostatin DNA damage 30 min before lysis | Potency, µM (titrated, usually from 57.5 µM), without a hit: at the top dose activation, most hits filed as activators | actives 0.19% (n = 320,000) | AID 485349, 2010; also: potency is read from the fitted curve at half-maximal effect; % of control where 0% means no effect; nearly all actives have a fitted effect of over 45% in size
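hTERT-immortalized A-T patient fibroblasts ([…]), 500 cells/well in OPTI-MEM, 1% FBS, got compounds for 60 min, then NCS for 30 min at 37C. Lysates were then assayed for phospho-KAP-1 by AlphaLISA (anti-pKAP1 donor, anti-KAP1 acceptor beads), 6 hr at 25C.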
TCR act = Activators of T cell receptors: qHTS campaign; primary human leukocytes, anti-CD3, IL-2 HTRF, 48 h; Potency, µM (titrated, usually from 9.22 µM), without a hit: at the top dose activation of IL-2 secretion, hits mostly activators; 330,000 tested, under 10 active; also: % of control where 0% means no effect
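Readout: HTRF IL-2, Eu-cryptate/d2 antibody pair, 320nm excitation, 665nm emission. Stimulus: a-CD3 beads, no co-stimulation. Cells: primary human leukocytes. Exposure: 48 hr with compound.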
Numbers without * were called inactive; ? = inconclusive; / = no result given; [ ] = another dose, or the depositor's remark. Unless noted, calls follow the shape of the dose curve; as a rule, active = well fitted curve in the direction sought with a large enough effect; inconclusive = small, poorly fitted or top-dose-only effect, or another doubt; inactive = no such curve, though single readings can be large; an effect the other way counts as inactive or inconclusive. Rows were taken by chance (roughly 1.6% active in at least one column).

cpd	smiles	hERG WT inh	Giardia killer	Coupling enz	GALK inhibitor	CXXC DNA block	Tb PFK block	TSHR antagonist	BCR signal inh	AT treatment	TCR act
1	CCc1ccc(C(=O)Nc2cccc(-c3nn[nH]n3)c2)s1	-6	-8	-2	-8%	9%	4%	2	?	5%	0%
2	CC(C)(C)C(=O)/C=C(N)/C=C/c1ccccc1	-4	-1	0	2%	9%	-1%	-8	?	-1%	-2%
3	O=C(NCC(=O)N(CCN1CCOCC1)C(C(=O)NC1CCCC1)c1cccs1)c1ccco1 (stereo not drawn)	-14	4	-1	0%	-10%	-6%	2	4%	-3%	5%
4	Cc1ccc(C(=O)N2CCCC2)cc1Br	5	-4	0	4%	1%	-8%	-7	?	/	4%
5	O=C(CSc1nc2ncccc2[nH]1)Nc1ccc2c(c1)OCCO2	14	25	0	-3%	11%	1%	-5	?	4%	-1%
6	Cc1ccc(S(=O)(=O)N2CCOC2CNC(=O)C(=O)NCCCc2ccccc2)cc1 (stereo not drawn)	0	9	/	3%	7%	-5%	-11	0%	-3%	-1%
7	Cc1cc(NC(=O)c2cccs2)ccc1NC(=O)Cc1ccccc1	-20	?	4	-1%	46%[activator]	-2%	-1	2%	7%	0%
8	COCCCNc1nc2ccccc2[nH]c1=O	4	8	5	10%	-3%	1%	0	3%	-3%	10%
9	COc1ccc(N2CCN(C(=O)CN(c3cccc(Br)c3)S(C)(=O)=O)CC2)cc1	2	-7	-9	0%	0%	0%	-4	8%	-4%	-6%
10	O=C(CC(c1ccccc1)c1cc(Cl)ccc1O)NCCCN1CCOCC1 (stereo not drawn)	33	-13	0	1%	-9%	-2%	24	-8%	1%	/
11	COc1ccc(C(c2c(C)[nH]n(C(N)=S)c2=O)C(C#N)C#N)cc1 (stereo not drawn)	-4	3	-1	-3%	-15%	-11%	-10	?	/	-8%[46.1 µM]
12	Cc1c([N+](=O)[O-])cc(C(=O)Nc2ccc3ncccc3c2)cc1[N+](=O)[O-]	0	-17	1	2%	-6%	-4%	1	-2%	-20%	/
13	COc1ccc(NC(=O)/C=N/O)cc1	-4	-4	2	5%	-7%	2%	-5	3%	5%	-10%
14	C1=C(C(c2nnnn2C2CCCCC2)N2CCCCC2)COc2ccccc21 (stereo not drawn)	-2	4	3	6%	4%	-2%	-4	-2%	4%	-3%
15	Cc1ccc(C2C(=O)c3ccccc3C2=O)cc1	9	3	-15	1%	-16%	0%	15	8%	-14%	0%
16	O=C(Cc1ccccc1)c1ccccc1C(=O)N1CCCCC1	3	0	0	-2%	4%	-4%	-14	?	0%	-4%
17	Cc1ccc(/C=C/c2nnc(-c3cccs3)o2)cc1	11	-8	2	/	-9%	-2%	-10	?	2%	-39%
18	O=C(/C=C/c1ccco1)Nc1ccccc1C(=O)Nc1cccc(C(=O)O)c1	-3	-11	1	-3%	0%	1%	-12	-1%	-12%	4%
19	Cc1nonc1C1CCCN1C(=O)c1cc(COc2ccc(F)cc2F)on1 (stereo not drawn)	-7	?	0	0%	-9%	-4%	-5	11%	-2%	5%
20	COc1ccccc1NC(=O)Cc1noc(CSc2nnc(C(F)(F)F)n2C)n1	/	-14	0	1%	7%	0%	6	3%	0%	-2%
21	CN(C)C=C1C(=O)c2ccccc2C1=O	6	3	-3	0%	4%	0%	3	?	4%	1%
22	COc1ccc(S(=O)(=O)Nc2ccc3c(c2)n(C)c(=O)n3C)cc1C	0	1	0	-2%	-4%	-2%	-8	?	9%	2%
23	O=C(c1cc(-c2ccccc2)nn1-c1ccccc1)N1CCN(S(=O)(=O)c2ccc(F)cc2)CC1	-5	32[activator]	/	/	/	-8%	-3	5%	-6%	-1%
24	Cc1ccc(Oc2nc3ccccn3c(=O)c2/C=C(\C#N)C(=O)Nc2c(C)n(C)n(-c3ccccc3)c2=O)c(C)c1	3	-3	2	0%	11%	-18%	31	3%	-2%	-4%[46.1 µM]
25	O=C(NCC(=O)N1CCCCCC1)c1ccc(Br)cc1	-10	-14	3	8%	-1%	1%	-7	6%	8%	3%
26	Nc1c(C(=O)NCc2ccco2)nnn1CC(=O)Nc1ccccc1	-4	6	1	2%	?	1%	29	5%	/	4%
27	COc1ccc(C=NNC(=O)c2cc(C)oc2C)cc1O	11	-8	/	/	/	-4%	-2	?	-6%	2%
28	O=C(O)c1nccnc1C(=O)NCc1csc2ccc(Cl)cc12	0	-10	3	/	-3%	-5%	8	-4%	-9%	-7%
29	CCOC(=O)CNC(=O)CCNS(=O)(=O)c1ccc2c(c1)c(=O)n(C)c(=O)n2C	-14	-3	-2	0%	-14%	0%	-1	?	/	/
30	C=CCOc1ccc(C2=NO[C@@H]3[C@@H]4C[C@@H]([C@H]5C(=O)N(C)C(=O)[C@@H]45)[C@H]23)cc1	-6	0	0	/	-9%	-3%	-5	?	2%	-3%

Given as labelled records: 3 of the compounds above.
[4] Cc1ccc(C(=O)N2CCCC2)cc1Br
  hERG WT inh: 5
  Giardia killer: -4
  Coupling enz: 0
  GALK inhibitor: 4%
  CXXC DNA block: 1%
  Tb PFK block: -8%
  TSHR antagonist: -7
  BCR signal inh: ?
  AT treatment: /
  TCR act: 4%
[9] COc1ccc(N2CCN(C(=O)CN(c3cccc(Br)c3)S(C)(=O)=O)CC2)cc1
  hERG WT inh: 2
  Giardia killer: -7
  Coupling enz: -9
  GALK inhibitor: 0%
  CXXC DNA block: 0%
  Tb PFK block: 0%
  TSHR antagonist: -4
  BCR signal inh: 8%
  AT treatment: -4%
  TCR act: -6%
[12] Cc1c([N+](=O)[O-])cc(C(=O)Nc2ccc3ncccc3c2)cc1[N+](=O)[O-]
  hERG WT inh: 0
  Giardia killer: -17
  Coupling enz: 1
  GALK inhibitor: 2%
  CXXC DNA block: -6%
  Tb PFK block: -4%
  TSHR antagonist: 1
  BCR signal inh: -2%
  AT treatment: -20%
  TCR act: /

(cont.)
cpd	smiles	hERG WT inh	Giardia killer	Coupling enz	GALK inhibitor	CXXC DNA block	Tb PFK block	TSHR antagonist	BCR signal inh	AT treatment	TCR act
31	COc1ccc(Nc2cc(Nc3cc(OC)c(OC)c(OC)c3)ncn2)cc1	-4	-6	1	0%	?	18%	-6	-8%	-18%	-8%
32	COc1ccccc1/C=C1\SC(=S)N(CCC(=O)NNC(=O)c2ccccc2OC)C1=O	-3	2	1	0%	-5%	-12%	25	?	-2%	1%
33	CC(C)(C)OC(=O)N1CCC(c2cc(-c3cccs3)n[nH]2)CC1	-6	-17	-1	0%	4%	0%	-7	?	-2%	6%
34	CC(C)c1cc(CN2CCN(CCC#N)CC2)cc(C(C)C)c1O	21	-16	2	-1%	-4%	-1%	2	15%	2%	-3%
35	O=C(CC1CCOCC1)Nc1ccc(Cl)c(Cl)c1	2	-7	2	10%	9%	-9%	-5	-2%	5%	1%
36	N#C/C(=C(/O)CN1CCCCC1)c1nc(-c2ccc(Cl)cc2)cs1	-21	4	1	-5%	-5%	4%	-12	13%	-5%	3%
37	COC(=O)Cc1c(C)c2ccc(OC3CCCCC3=O)c(C)c2oc1=O (stereo not drawn)	0	9	0	/	7%	0%	-1	-1%	-4%	-3%
38	O=C(c1ccc(F)cc1)c1ccc(N2CCCCC2)cc1	5	8	3	0%	-6%	0%	-7	?	/	3%
